Source: PubChem BioAssay
14-3-3 Bad PPI: disrupts binding of bovine 14-3-3 zeta to phospho-Bad peptide. P63103. TR-FRET 14-3-3zeta/Dy647-pBad peptide displacement, 1 h. inhibition, % at 21.7 µM. 220,000 tested, 0.71% active. AID 781;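 active = inhibition above about 70%, limit read from the data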;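 also: 0% = full 14-3-3 plus peptide FRET controls and 100% = background without 14-3-3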
EP2 antag: EP2 receptor (human) inhibition; 260,000 tested, 0.52% active; P43116; inhibition, % at 25 µM; C6 glioma cells expressing human EP2, cAMP TR-FRET; cells stimulated with saturating PGE2;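 active = percent inhibition above 40 after rounding to a whole number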;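 also: rat C6 glioma host cells with rolipram phosphodiesterase inhibitor present; the protocol text gives 20 µM as final concentration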
Calpain2 inh: inhibitors of pig calpain II. purified calpain II, fluorogenic peptide substrate, 30 min. inhibition, % at 16 µM. 220,000 tested, 0.37% active. AID 1236;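 active = inhibition above about 50%, limit read from the data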
Rad51 HR inh: blocks human Rad51 in homologous recombination | hRad51 DNA strand exchange, fluorescence dequenching | Q06609 | inhibition, % at 10 µM | 200,000 tested, 0.085% active;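 active = inhibition above 40% at the single screening dose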;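 also: 0% = DMSO control wells and 100% = blanks with heterologous ssDNA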
Target sequence (Q06609 whole entry, looked up): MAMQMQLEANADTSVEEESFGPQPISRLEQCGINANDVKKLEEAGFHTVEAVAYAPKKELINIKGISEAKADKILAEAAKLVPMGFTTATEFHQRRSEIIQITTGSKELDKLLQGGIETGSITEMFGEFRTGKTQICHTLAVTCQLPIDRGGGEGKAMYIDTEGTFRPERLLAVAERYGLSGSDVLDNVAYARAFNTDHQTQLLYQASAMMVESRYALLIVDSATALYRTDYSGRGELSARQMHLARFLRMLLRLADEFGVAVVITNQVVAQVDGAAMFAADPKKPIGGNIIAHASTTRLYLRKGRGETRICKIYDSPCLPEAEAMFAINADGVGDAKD
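System: hRad51 filaments on single-stranded DNA; reagent: Fluorescein- and BHQ1-tagged 47-mer duplex; compound dosing: one concentration, 10 µM final; timing: filaments 15 min 37 °C, then compound 30 min; measured by: fluorescein emission 520 nm, excitation 485 nm; benchmarks: per-plate controls and blanks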
EP2 modulator: EP2 receptor (human) modulation | 260,000 tested, 0.83% active | EP2-expressing cells, cAMP HTRF FRET, PGE2 co-stimulation | AID 940 | P43116 | induction, % at 25 µM;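 active = compounds whose cAMP rise, as percent of the full-agonist control response, exceeds 60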;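 also: rat C6 glioma line stably carrying human EP2 under a CMV promoter; the protocol text gives 20 µM as final concentration; 100% = response of wells given 1 µM PGE2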
Hck Nef HTS: human Hck-Nef kinase inhibition; 220,000 tested, 0.68% active; AID 463187; P08631; inhibition, % at 20 µM; Recombinant Hck-YEEI plus Nef, Z-Lyte FRET kinase assay;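 active = Hck-Nef kinase inhibition above about 50%, limit read from the data; inactive = inhibition below that limit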;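 also: 0% = DMSO with Hck plus Nef and 100% = Hck alone without Nef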
Target sequence (P08631 whole entry, looked up): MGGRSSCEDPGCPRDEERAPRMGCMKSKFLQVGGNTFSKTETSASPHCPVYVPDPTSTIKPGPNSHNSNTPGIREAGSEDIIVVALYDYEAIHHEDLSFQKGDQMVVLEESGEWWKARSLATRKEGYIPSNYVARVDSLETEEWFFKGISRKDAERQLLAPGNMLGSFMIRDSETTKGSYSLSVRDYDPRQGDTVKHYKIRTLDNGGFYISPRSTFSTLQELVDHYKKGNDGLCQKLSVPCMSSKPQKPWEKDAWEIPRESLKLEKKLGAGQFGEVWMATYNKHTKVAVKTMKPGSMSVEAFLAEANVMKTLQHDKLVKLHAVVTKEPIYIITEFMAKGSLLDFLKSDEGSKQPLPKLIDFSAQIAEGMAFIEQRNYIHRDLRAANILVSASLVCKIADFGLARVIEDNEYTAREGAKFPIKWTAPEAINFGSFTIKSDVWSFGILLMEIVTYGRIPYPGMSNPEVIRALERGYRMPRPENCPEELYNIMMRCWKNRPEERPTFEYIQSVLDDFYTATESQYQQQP
Tb hexokinase: blocks Trypanosoma brucei hexokinase 1 activity. recombinant TbHK1, G6PDH-coupled NADH A340. inhibition, % at 10 µM. 220,000 tested, 0.11% active;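 active = inhibition of 50% or more in the single-dose primary screen; inactive = inhibition below 50%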
L929 necroptosis: blocks zVAD induced death of L929 cells; L929 zVAD necroptosis rescue, ATP luminescence, 24 h; with zVAD 60 µM; viability rescue, % at 10 µM; 220,000 tested, 0.38% active;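 active = activation, scaled between plate controls, above about 75%, limit read from the data; inactive = activation under that limit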;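 also: 0% = zVAD with DMSO and 100% = DMSO alone without zVAD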
eIF4E 4G PPI: inhibitors of eIF4E and eIF4G interaction in translation initiation; TR-FRET eIF4E-eIF4GI(517-606) binding, 2 h; inhibition, % at 21.7 µM; 220,000 tested, 0.37% active;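 active = inhibition above about 30%, limit read from the data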;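 also: 0% = full FRET control wells and 100% = background wells lacking eIF4GI fragment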
* hit, by the source's call; · = not tested or not shown; & = joins results of further samples; [ ] = remark or other dose.

Every second line gives: 14-3-3 Bad PPI	EP2 antag	Calpain2 inh	Rad51 HR inh	EP2 modulator	Hck Nef HTS	Tb hexokinase	L929 necroptosis	eIF4E 4G PPI
> CC(=O)Nc1ccc(N/C=C/C(=O)C(C)(C)C)cc1
    1[fluorescence artefact?]	6	20	2	4	1	1	0.0	0[fluorescence artefact?]
> Cc1cc(C)nc(NC(=O)CSc2nn(C)c(=S)s2)n1
    48	13	11	7	13	1	9	0.6	7
> Cc1ccccc1OS(=O)(=O)c1cn(C)c(=O)n(C)c1=O
    -10	9	-11	5	9	-3	3	1.4	-8
> CCN(CC)C(=S)Nc1ccc([N+](=O)[O-])cc1
    9	6	2	0	-18	4	11	0.0	0
> Cc1ccc(NC(=O)c2onc(C)c2Cl)cc1
    7	11	9	-9	6	0	-3	-1.2	2
> Cc1ccc(NC(=O)CCNS(=O)(=O)c2ccc3c(c2)oc(=O)n3C)cc1
    4	7	-57	-2	10	2	-1	0.3	3
> O=C(CSc1nc2cc(Cl)ccc2s1)c1cc2ccccc2o1
    -9	·	-20	·	-28	11	5	-0.3	-3
> CCN(CC)c1ccc(N2C(=O)/C(=C/c3ccccn3)SC2=S)cc1
    5	8	-4	21	12	9	-28	1.4	0
> CCCNC(=S)Nc1ccc(CC(=O)OC)cc1
    4	9	6	-5	10	-1	4	-0.5	-2
> O=C(C1CCN(S(=O)(=O)c2cccnc2)CC1)N1CCN(c2ccccc2Cl)CC1
    -17	14	-14	11	9	2	-4	0.1	3[fluorescence artefact?]
> N#Cc1c2n(c3c(N)ncnc13)CCCCC2
    2	7	-9	-1	27	18	-2	1.9	-9
> Nc1nnc(SCc2cccc(C(F)(F)F)c2)s1
    -9[fluorescence artefact?]	2	-31	-3	-17	-2	5	0.1	-6[fluorescence artefact?]
> CC1(C)CC(=O)C(N=Nc2cc(S(=O)(=O)N3CCOCC3)ccc2Cl)=C(O)C1
    16	13	26	21	-14	9	-4	-0.8	1
> CCOC(=O)Cn1nc(/C=C/c2ccc(C)cc2)ccc1=O
    -3	9	-337	·	-16	-1	-13	-0.1	6
> COC(=O)c1c(NC(=O)CN(c2ccc(C)c(C)c2)S(C)(=O)=O)sc2c1CCCC2
    -21	8	-2	2	26	1	-14	1.3	0[fluorescence artefact?]
> CCOc1cc(C=O)ccc1OCCCN1C(=O)NC(C)(C)C1=O
    -6	9	-12	3	10	-23	4	0.2	-3
> O=[N+]([O-])c1cccc(C(=Nc2ccccc2Cl)NO)c1
    13	9	11	1	-3	0	1	-0.7	-7
> Cn1nc(C(=O)Nc2ccc(S(=O)(=O)N3CCCCC3)cc2)c2ccccc2c1=O
    0	3	51*	0	-42	9	-2	0.6	2
> CCOC(=O)N1CCC(NC(=O)c2cnn3c2NC(c2ccco2)CC3C(F)(F)F)CC1 (stereo not given)
    -4	8	5	4	39	-1	2	0.1	-1
> COc1ccc(C2C(C(=O)N3CCN(C)CC3)c3ccccc3C(=O)N2C2CCCCC2)cc1 (stereo not given)
    -7	11	18	-2	-12	1	3	-0.1	-16
> CCN(CC)c1ccc(/C=N/NC(=O)Nc2nonc2N)cc1
    -5	15	-19	-1	-39	11	-20	1.8	5
> COc1ccc(NS(=O)(=O)c2ccc(N/N=C/c3ccc(N4CCOCC4)cc3)c([N+](=O)[O-])c2)cc1
    -2[fluorescence artefact?]	5	19	7	-9	1	-5	0.7	6
> COC(=O)c1sc(NC(=O)CCCn2nc([N+](=O)[O-])cc2C)c(C(=O)OC)c1C
    1	1	10	-5	11	2	0	-0.2	-4
> C/C(=N\NC(=S)NC(C)C)c1ccc2c(c1)OCCO2
    -13	12	22	11	3	5	-12	0.7	2
> S=C(NCc1ccco1)Nc1ccc(Oc2ccc(Cl)cc2)cc1
    -2	12	25	16	-12	6	1	1.4	7
> CCOc1ccc(-n2c(C)nc3cc(C(=O)NCCN4CCOCC4)ccc32)cc1
    -9[fluorescence artefact?]	3	-10	-3	6	-3	2	1.3	2
> O=C(COc1ccccc1Cl)NCCc1ccc2c(c1)OCCO2
    15	6	1	-3	-8	3	-4	1.1	2
> O=S(=O)(Cc1ccccc1)N1CCN(Cc2ccccc2)CC1
    -3	11	-9	-1	-23	0	-6	0.6	-1
> CCCCn1c(=N)n(CC(=O)c2ccc([N+](=O)[O-])cc2)c2ccccc21
    -19	4	-24	-15	-76	17	4	1.1	3
> O=C(Nc1cc(Cl)ccc1N1CCOCC1)c1cccnc1Cl
    -8	8	3	·	-24	12	4	0.4	-3
> Cn1c(SCCOc2ccccc2Cl)nnc1-c1cccs1
    -5	5	-5	-6	-24	7	6	-0.2	3
> CCOC(=O)N1CCN(CCC(=O)Nc2ccccc2OC)CC1
    -6	16	20	-1	1	6	-1	-0.8	2[fluorescence artefact?]
> COc1ccc(-c2nnc(SCCC(=O)O)n2-c2ccccc2)cc1OC
    -5	2	-19	-2	23	-2	21	-0.2	1
> O=c1[nH]c(CN2CCN(Cc3ccccc3)CC2)nc2scc(-c3ccccc3)c12
    0	2	-24	·	-10	33	5	0.2	-13
> Cc1ccc(NC(=S)NCC(C)C)cc1
    7	7	21	-4	9	-2	28	-0.3	-9
> CCOC(=O)c1ccc2c(c1)C1C=CCC1C(C(=O)O)N2 (stereo not given)
    65[fluorescence artefact?]	18	-69	8	23	59*	15	2.0	47*
> COc1ccc(/C(N)=N/OC(=O)c2ccc3c(c2)OCO3)cc1
    -6	13	-14	10	-27	3	-2	0.2	17
> CCC(=NCCN1CCNCC1)C1=C(O)CC(C)(C)CC1=O
    -3	10	1	0	7	2	-3	0.7	-4
> c1ccc(C(Cc2nc(-c3cccnc3)no2)c2ccccc2)cc1
    5	1	-16	1	12	3	1	-0.2	0
> Cc1cc(C)n(-c2ccc(C(C)C)cc2)c(=O)c1C#N
    -3	7&4	6	26	-24&5	-3	-18	0.8	0
> N#Cc1c(N)nc2c3c(sc(=N)c2c1N)NC(=O)CC3c1ccccc1Cl (stereo not given)
    -4	16	-3	-4	-1	-1	1	0.3	1[fluorescence artefact?]
> Cc1cccc(C)c1N1CCN(S(=O)(=O)c2ccc(F)cc2)CC1
    -2	8	15	8	30	3	11	-0.5	2
> CCOc1cc(N2CCOCC2)c(OCC)cc1NC(=O)Cc1cn2ccsc2n1
    -6	12	-11	4	-31	1	3	0.0	3
> Cc1cc(Cl)ccc1Oc1nc(-c2ccccc2)ncc1S(C)(=O)=O
    -5	13	22	-2	21	11	-2	0.4	2
> CCc1cccc(C)c1NC(=O)Cn1c(NCCO)nc2ccccc21
    0	5	9	-4	16	-2	-4	0.7	3
> CCO[C@H]1OC(C(=O)O)=C[C@@H](c2ccc(C(F)(F)F)cc2)[C@@H]1CCCO
    -1	2	11	-2	-21	7	3	-0.4	2
> CCOc1ccccc1OCC(=O)NNC(=S)NC1CCCCC1
    -16	8	-18	16	18	7	0	0.8	-4
> Nc1ncnc(Nc2ccccc2Cl)n1
    -1	10	-21	-5	-25	7	-15	1.1	2
> Cc1[nH]n(-c2ccccc2)c(=O)c1C(c1ccc(C(=O)O)cc1)c1c(C)[nH]n(-c2ccccc2)c1=O
    -15	3	-3	7	32	10	-5	1.8	6
> Cc1ccc(C(=O)CSc2nnc(-c3snnc3C)n2C2CC2)cc1
    0	1	22	-4	-19	3	-7	0.3	-1

The list goes on:
Every second line gives: 14-3-3 Bad PPI	EP2 antag	Calpain2 inh	Rad51 HR inh	EP2 modulator	Hck Nef HTS	Tb hexokinase	L929 necroptosis	eIF4E 4G PPI
> CC1CN(C(=O)/C(C#N)=C2\N=C(NC(=O)c3ccc(F)cc3)c3ccccc32)CC(C)O1 (stereo not given)
    2	7	1	-16	30	-2	-18	0.9	5
> COc1cc(S(=O)(=O)N2CCOCC2)ccc1NC(=O)COc1ccc(N(C)S(=O)(=O)c2ccc(C)cc2)cc1
    10	5	-25	·	8	-7	-11	-0.3	1
> O=C(O)C1=C[C@H](c2ccccc2)C[C@H](OCc2ccc(CO)cc2)O1
    1	18	-8	-5	2	11	-10	0.0	5
> NC(=O)C1CCN(C(=O)c2ccc(Oc3ccccc3)cc2)CC1
    -4	5	-19	-3	21	-21	1	-0.4	0
> Cc1ccc([N+](=O)[O-])cc1NC(=O)C1CCN(S(C)(=O)=O)CC1
    -9	3	-1	-3	2	-2	-5	1.2	1
> COCc1cc(=O)n2[nH]c(C)cc2n1
    -7	11	-60	-2	-16	-1	13	3.1	10
> Cc1ccc(Cn2cc(C(=O)c3ccc(F)cc3)c(=O)c3cc4c(cc32)OCCO4)cc1
    11	5	-1	·	26	-3	-4	·	5
> CCSc1ccccc1C(=O)Nc1cccc(OC)c1
    -1	2	23	-6	-15	2	-5	0.2	-1
> Cn1c(=O)oc2cc(S(=O)(=O)N3CCC(C(=O)N4CCN(c5ccccc5)CC4)CC3)ccc21
    5	10	0	-14	-24	-1	8	-0.4	1
> Cc1ccc(CNC(=O)C2(NC(=O)Nc3ccc(C)cc3)CCCCC2)cc1
    -2	4	24	4	10	-1	-8	-0.1	0
> COCC(C)NS(=O)(=O)c1ccc(NC(=O)c2ccccn2)cc1 (stereo not given)
    -1	3	12	30	20	11	-2	-0.6	-5
> OCC(O)CSc1nc(-c2ccccc2)nc2c1CCC2 (stereo not given)
    -3	3	-19	-3	-1	1	-4	6.5	1
> CC/C(=N\NC(=O)Nc1ccccc1)c1ccccc1
    4[fluorescence artefact?]	5	30	-13	8	0	4	1.9	-2
> CCN(CC)C(=O)CSc1nnc(CCNC(=O)OC(C)(C)C)o1
    -13	-1	-37	-29	35	0	-3	3.0	-4
> Cc1nn(CC(=O)NCCN2CCOCC2)c(=O)c2ccccc12
    -2	21	18	-1	3	0	4	-0.2	2
> O=C(CSc1nnc(-c2ccccn2)n1Cc1ccccc1)NC1CCCC1
    19	·	-5	·	47	1	5	0.1	8
> O=S(=O)(Nc1nccs1)c1ccc(NS(=O)(=O)c2cccs2)cc1
    3	4	6	-3	8	10	7	0.4	2
> NC(=Nc1ccc(N)cc1)C(N)=Nc1ccc(N)cc1
    -3	6	-17	13	-26	16	-16	6.5	5
> Cc1cc(/C=C2/C(=O)N(C)C(=S)N2C)c(C)n1C1CC1
    -10	14	-1	-47	3	6	-15	1.1	-5
> COCCNc1cc(C)nc2cc(-c3ccc(C)cc3)nn12
    -12	9	-97	21	62*	13	1	1.4	2
> Cc1cccc(Nc2nnc(C)c(=O)n2N)c1
    2	11	-17	6	18	-2	-5	-0.6	0
> c1ccc2c(c1)ncn2CCCCOc1ccc2c(c1)CCC2
    59	3	-2	0	-34	3	4	-0.5	5
> Cc1noc(C(=O)NCc2cccnc2)c1Cl
    12[fluorescence artefact?]	12	-6	12	15	-1	5	2.7	2[fluorescence artefact?]
> O=C1CN(C(=O)c2cnccn2)c2ccccc2N1
    -10	4	-182	1	11	2	-7	0.5	-4
> O=c1cc[nH]c2cc(C(F)(F)F)ccc12
    0	-3	-13	6	11	-1	-16	1.4	4
> CCOC(=O)CC(C#N)c1c[nH]c2ccccc12 (stereo not given)
    0	14	4	2	6	0	5	-0.1	-11

Molecules from the list above containing a tert-butyl group (two):
Every second line gives: 14-3-3 Bad PPI	EP2 antag	Calpain2 inh	Rad51 HR inh	EP2 modulator	Hck Nef HTS	Tb hexokinase	L929 necroptosis	eIF4E 4G PPI
> CC(=O)Nc1ccc(N/C=C/C(=O)C(C)(C)C)cc1
    1[fluorescence artefact?]	6	20	2	4	1	1	0.0	0[fluorescence artefact?]
> CCN(CC)C(=O)CSc1nnc(CCNC(=O)OC(C)(C)C)o1
    -13	-1	-37	-29	35	0	-3	3.0	-4

A portion of the library; count on the stated rates, not on these rows.
